STK33 inh = human STK33 kinase inhibition; 0.073% of 320,000 active; AID 2661; purified STK33, MBP phosphorylation, ADP-Glo luminescence; inhibition, % at 10 µM; Q9BYT3;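 active means inhibition at or above 25%, using the most active replicate where run in duplicate; inactive means inhibition below 25%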
Target sequence (Q9BYT3 whole entry, looked up): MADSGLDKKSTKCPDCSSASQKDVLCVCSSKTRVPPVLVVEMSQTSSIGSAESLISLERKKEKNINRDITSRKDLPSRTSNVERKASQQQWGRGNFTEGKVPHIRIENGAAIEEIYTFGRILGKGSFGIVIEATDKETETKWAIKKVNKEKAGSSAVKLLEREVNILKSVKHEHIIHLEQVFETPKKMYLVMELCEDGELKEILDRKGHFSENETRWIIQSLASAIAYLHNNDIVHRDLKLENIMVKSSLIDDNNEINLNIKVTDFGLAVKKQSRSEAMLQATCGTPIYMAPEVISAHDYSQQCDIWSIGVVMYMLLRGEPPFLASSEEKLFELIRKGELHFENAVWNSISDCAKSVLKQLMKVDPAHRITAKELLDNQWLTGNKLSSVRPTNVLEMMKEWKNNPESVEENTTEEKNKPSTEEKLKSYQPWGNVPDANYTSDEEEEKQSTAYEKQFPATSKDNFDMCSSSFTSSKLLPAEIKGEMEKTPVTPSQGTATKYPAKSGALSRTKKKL
OX1R antag = antagonists of human orexin 1 receptor (OX1R); O43613; OX1R-expressing cells, FRET antagonist read-out; inhibition, % at 6.6 µM; 1.8% of 330,000 active; in the data active means inhibition mostly above about 38%, no sharp cut-off; inactive means mostly below about 40%;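 further: 0% = agonist challenge alone and 100% = reference antagonist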
Target sequence (O43613 whole entry, looked up): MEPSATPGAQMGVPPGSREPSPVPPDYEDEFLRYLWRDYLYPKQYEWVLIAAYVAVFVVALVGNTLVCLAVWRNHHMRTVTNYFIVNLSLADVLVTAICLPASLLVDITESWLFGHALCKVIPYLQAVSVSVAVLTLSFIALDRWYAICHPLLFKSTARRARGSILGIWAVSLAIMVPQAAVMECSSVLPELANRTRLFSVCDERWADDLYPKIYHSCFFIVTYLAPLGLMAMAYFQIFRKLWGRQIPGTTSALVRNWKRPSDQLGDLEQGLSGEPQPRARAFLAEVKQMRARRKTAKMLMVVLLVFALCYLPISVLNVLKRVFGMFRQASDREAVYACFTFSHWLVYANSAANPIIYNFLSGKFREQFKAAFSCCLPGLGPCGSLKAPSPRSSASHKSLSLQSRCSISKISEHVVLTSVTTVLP
* = called active by the depositor; · = no result given.

The line under a structure holds: OX1R antag	STK33 inh
1: Cc1ccc(NC(=O)c2ccc3c(c2)N(CC(=O)N2CCCCC2)C(=O)C(C)(C)O3)cc1
    15	-0.8
2: CCC(Sc1ncccc1Nc1ccccn1)C(=O)O (stereo unspecified)
    7	-0.3
3: CCOc1ccc(-n2c(SCC(=O)Nc3ccc(C(=O)O)cc3)nc3ccccc3c2=O)cc1
    -3	-2.9
4: Cc1c(Cl)cccc1NC(=O)C1CCN(S(C)(=O)=O)CC1
    7	-0.9
5: O/C(=C\c1nc2ccccc2nc1/C=C(\O)c1ccccc1)c1ccccc1
    11	0.0
6: O=C(NC(=S)NCc1ccccc1)C1CC1
    33	0.7
7: COc1cc(OC)cc(C(=O)NC(=S)NNC(=O)[C@H]2C[C@@H]2c2ccccc2)c1
    4	-2.2
8: O=C(c1cccc(Br)c1)N1CCN(c2ccc(N3CCOCC3)nn2)CC1
    13	-0.6
9: Cc1ccc(CN2C(=O)C(CC(C)C)Nc3ncnc(N4CCN(c5ccccn5)CC4)c32)cc1 (stereo unspecified)
    10	-0.6
10: O=C(NCc1ccc(Cl)cc1)C(=O)NCC1OCCCN1S(=O)(=O)c1cccs1 (stereo unspecified)
    2	-1.1

The list goes on:
The line under a structure holds: OX1R antag	STK33 inh
11: CC(=O)Nc1ccc(-c2ccnc(-c3ccc(NC(C)=O)cc3)n2)cc1
    20	2.0
12: CCn1cc(-c2csc(N)n2)c(C)n1
    1	-0.8
13: Cc1cc(N2C(=O)C(O)=C(C(=O)c3ccco3)C2c2ccc([N+](=O)[O-])cc2)no1 (stereo unspecified)
    43	1.5
14: O=C(O)C1CC=CCC1C(=O)N1CC=C(c2ccccc2)CC1 (stereo unspecified)
    10	0.9
15: CC(C)=CC(=O)Nc1nnc(-c2cccnc2)s1
    13	-1.1
16: Cn1c(SCC(=O)NCc2ccco2)nnc1C1CC1
    7	-1.0
17: CC(=O)N(c1ccc(N(C(C)=O)S(=O)(=O)c2ccccc2)cc1)S(=O)(=O)c1ccccc1
    21	-0.1
18: Cc1ccccc1CNC(=O)CCCC(=O)n1nc(C)c2ccccc21
    3	-2.4
19: CCOc1cc(/C=C2\SC(N)=NC2=O)ccc1O
    23	7.1
20: CCCOc1ccc(N2C(=O)CC(N(CCc3ccc(OC)cc3)C(=O)/C=C/C(=O)O)C2=O)cc1 (stereo unspecified)
    21	-0.9

Next records
The line under a structure holds: OX1R antag	STK33 inh
21: Cc1ccc(CN2CC(C(=O)Nc3cccc(C)n3)CC2=O)cc1 (stereo unspecified)
    13	-0.1
22: COc1c(Cl)cc(Cl)cc1CNc1ccc(S(N)(=O)=O)cc1
    13	-2.1
23: O=C(NC1CCCCC1)C(=S)NCCc1ccccc1
    14	-1.1
24: CC1CCN(c2nc(-c3ccco3)c3c(c2C#N)CC(C)(C)OC3)CC1
    3	-1.5
25: CCC(OC(C)=O)c1cc2c(cc1[N+](=O)[O-])OCCO2 (stereo unspecified)
    19	-0.3
26: CC1=C(C(=O)OC2CCCC2)C(c2ccc(C)o2)C2=C(CC(c3cccs3)CC2=O)N1 (stereo unspecified)
    15	1.5
27: Cc1ccccc1OCC(=O)Nc1cc(S(=O)(=O)N2CCCCC2)ccc1N1CCN(C)CC1
    6	0.4
28: COc1ccc(-n2c(C)cc(C(=O)CN3CCCCC3)c2C)cc1
    -10	0.2
29: CC(C)C[C@@H]1NC(=O)[C@H](C(C)C)NC(=O)c2cc([N+](=O)[O-])cc(I)c2NCC[C@@H](C(N)=O)NC1=O
    2	0.5
30: Cc1nc2ccc(S(=O)(=O)N(C)CC(=O)Nc3ccccc3F)cc2s1
    9	-0.2

The list goes on.
The line under a structure holds: OX1R antag	STK33 inh
31: CCC(C(=O)NC1CCCC1)N(Cc1ccccc1Cl)C(=O)c1snc(C(N)=O)c1N (stereo unspecified)
    20	0.2
32: O=S(=O)(NCCCc1ccccc1)c1ccc(Br)cc1
    9	-1.7
33: COc1cccc(CN(Cc2ccco2)S(=O)(=O)c2ccc(S(=O)(=O)NCc3ccccc3)cc2)c1OC
    60*	-1.0
34: CCCSc1nc2c(=O)[nH][nH]c(=O)c2n1Cc1ccccc1
    36	-1.0
35: COc1cc(/C=C/C(=O)O)cc(S(=O)(=O)Nc2ccccc2Cl)c1OC
    15	1.5
36: C=CCN1C(=O)/C(=C/C(=O)OC)S/C1=N\NC(=O)c1ccccc1
    29	-0.7
37: Cc1cc(C)c(C#N)c(SCc2c(F)cccc2[N+](=O)[O-])n1
    30	3.3
38: COc1cc(NC(=O)C2CCC(=O)N2S(=O)(=O)c2ccc(C)cc2)cc(OC)c1 (stereo unspecified)
    16	-0.7
39: C/C(=N\NC(=O)c1ccn(C)n1)c1ccc(NC(=O)c2cccc(F)c2)cc1
    13	0.6
40: C[C@@H](NC(=O)c1cc2c([nH]c3ccccc32)c(-c2ccccc2)n1)C(=O)O
    11	4.4

More compounds
The line under a structure holds: OX1R antag	STK33 inh
41: c1ccc(-c2noc(C3CCCCC3)n2)nc1
    26	-1.8
42: Cc1ccc(C(=O)Nc2cc([N+](=O)[O-])ccc2C)cc1
    7	-1.9
43: CCc1ccc(C(C(=O)NCc2ccccc2)N(C(=O)c2csnn2)C2CC2)cc1 (stereo unspecified)
    28	-1.8
44: COc1ccc(-c2c(C)n([O-])c3c([n+]2=O)CCCCC3)cc1
    17	2.3
45: CCCN(CCC)S(=O)(=O)c1cc(Br)cc2c1N(C(=O)CC)CC2
    33	-1.4
46: Oc1c(C(c2ccco2)N2CCN(C(c3ccccc3)c3ccccc3)CC2)sc2ncnn12 (stereo unspecified)
    0	-0.1
47: CCN(CC)CCN1C(=O)C(O)=C(C(C)=O)C1c1ccccc1[N+](=O)[O-] (stereo unspecified)
    6	-2.2
48: CCn1c(SCC(=O)NC2CC2)nnc1-c1ccccc1OC
    5	-1.6
49: CC1=C(C(=O)Nc2ccccc2C(=O)NCCCOC(C)C)SCCO1
    -1	-3.0
50: CCn1c(SCC(=O)Nc2nccs2)nnc1-c1ccccc1
    0	-1.5

Carrying on:
The line under a structure holds: OX1R antag	STK33 inh
51: COc1ccc(N2CCN(CC(O)COc3ccc(F)cc3)CC2)cc1 (stereo unspecified)
    5	0.3
52: CCCCn1c(N)c(N(C)C(=O)C2CCCC2)c(=O)[nH]c1=O
    6	-0.2
53: O=C(CNc1n[nH]c(=O)[nH]c1=O)N/N=C/c1ccccc1
    8	-2.1
54: Cc1cccc(C)c1-n1c(C)cc(/C=N/NC(=O)c2ccncc2)c1C
    -2	-0.4
55: CCn1c(SC(C)C(=O)Nc2nnc(C)s2)nnc1-c1ccco1 (stereo unspecified)
    22	-0.4
56: O=C(NCCCN=C1NS(=O)(=O)c2ccccc21)c1ccccc1Cl
    20	0.0
57: N#CCC(=O)Nc1ccc(C(=O)NNC(=S)NC2CCCCC2)cc1
    3	-1.6
58: O=C(CC(C(=O)O)c1cccc(Br)c1)c1ccc(Cl)cc1 (stereo unspecified)
    -2	-5.4
59: CCCc1nc(-c2ccccc2)c(-c2ccc(OC)c(OC)c2)c(=O)[nH]1
    26	-0.3
60: CC(C)n1c(N2CCN(CC(=O)Nc3ccc4c(c3)OCCO4)CC2)nc2ccccc21
    6	-3.3

Carrying on:
The line under a structure holds: OX1R antag	STK33 inh
61: CN(CC(=O)Nc1cccc(F)c1)C(=O)CN1C(=O)NC2(CCCC2)C1=O
    2	2.3
62: CC(C)CN(C(=O)CSc1nc2ccccc2[nH]1)C1CCS(=O)(=O)C1 (stereo unspecified)
    3	0.0
63: CC1SC(=S)N(c2ccc(N(C)C)cc2)C1=O (stereo unspecified)
    1	-1.2
64: Cc1c(NC(=S)NC(=O)c2ccccc2)c(=O)n(-c2ccccc2)n1C
    11	-1.0
65: COCC(=O)N1CCN(c2nc3ccccc3o2)CC1
    13	-1.9
66: CCOc1ccc(-c2[nH]ncc2Oc2ccccc2OCC)c(O)c1
    7	-0.1
67: CCOC(=O)C1CCN(CCC(=O)Nc2cc(C)ccc2C)CC1
    12	-0.7
68: COc1ccccc1N1C(=S)N=C(Nc2c(C)cccc2C)C12CCCC2
    15	-1.1
69: O=C1CCC/C=C\C[C@@H](CC(=O)N(CCO)Cc2ccccc2)C(=O)NCCO1
    3	-0.9
70: COCCCN(C(=S)Nc1c(C)cc(C)cc1C)C(C)c1ccccn1 (stereo unspecified)
    2	-0.6

The list continues.
The line under a structure holds: OX1R antag	STK33 inh
71: CCC/C(C)=C/c1ccc(CC)cn1
    ·	-1.8
72: Cc1ccsc1C1NC(=O)c2c(sc3c2CCN(C)C3)N1 (stereo unspecified)
    12	1.6
73: CCn1c(NC(=O)c2nn(C)cc2Br)nc2ccccc21
    16	0.8
74: [O-][n+]1c2ccccc2c2n1CCCN=C2c1ccc(Cl)cc1
    25	-1.7
75: CCN(CC(=O)Nc1c(F)cccc1F)C(=O)CCC(=O)c1ccc(C)cc1
    12	-1.2
76: Cc1ccccc1C(=O)N(CC(=O)Nc1sc(C)c(C)c1C(N)=O)C1CCCC1
    33	-1.1
77: CC1(c2cccc([N+](=O)[O-])c2)CC(C)(C)N(C(=O)c2ccccc2)c2ccccc21 (stereo unspecified)
    8	-0.6
78: CCOC(=O)C(=O)Nc1ccc(S(=O)(=O)N2CCOCC2)cc1OC
    -2	-0.6
79: O=C(CCCCCNC(=O)N1CCn2c1nc1ccccc12)NCc1ccccc1Cl
    33	-1.2
80: CCCn1nnnc1SCC(=O)NCc1ccc(OC)cc1
    18	0.0

Further structures follow.
The line under a structure holds: OX1R antag	STK33 inh
81: CC1(C)CC2CC(C)(CN2C(=O)c2ccccc2)C1 (stereo unspecified)
    5	-0.8
82: O=C(COC(=O)C12CC3CC(CC(C3)C1)C2)NCc1ccco1
    14	-0.3
83: Cc1cc(C)n2nc(C(=O)N/N=C/C=C/c3ccccc3)nc2n1
    22	-1.1
84: Cn1c(C(=O)N[C@@H](C(=O)O)c2ccccc2)cc2cc(F)ccc21
    6	-1.2
85: CCOc1cc(-c2cc(-c3ccc(NC(C)=O)cc3)nc(N)c2C#N)ccc1O
    26	-1.1
86: O=C(NCCC(c1ccccc1)c1ccccc1)c1cnc2sccn2c1=O
    18	1.4
87: CCCCC(O)(c1ccc(CC)cc1)C(CN1CCOCC1)c1ccccc1 (stereo unspecified)
    ·	-0.1
88: CC(=O)NC1C(=O)N(Cc2ccccc2)c2ccc(Br)cc21 (stereo unspecified)
    2	-0.7
89: Cc1cc(C)c(S(=O)(=O)N2CCCC(C(=O)N3CCCC3)C2)c(C)c1 (stereo unspecified)
    7	-0.5
90: COc1ccccc1NC(=O)Nc1nc(CC(=O)NCc2ccccn2)cs1
    5	0.7

Shown with one line to a screen: entries from further up.
(78) CCOC(=O)C(=O)Nc1ccc(S(=O)(=O)N2CCOCC2)cc1OC
(79) O=C(CCCCCNC(=O)N1CCn2c1nc1ccccc12)NCc1ccccc1Cl
(80) CCCn1nnnc1SCC(=O)NCc1ccc(OC)cc1
(81) CC1(C)CC2CC(C)(CN2C(=O)c2ccccc2)C1 (stereo unspecified)
(82) O=C(COC(=O)C12CC3CC(CC(C3)C1)C2)NCc1ccco1
(83) Cc1cc(C)n2nc(C(=O)N/N=C/C=C/c3ccccc3)nc2n1
(84) Cn1c(C(=O)N[C@@H](C(=O)O)c2ccccc2)cc2cc(F)ccc21
(85) CCOc1cc(-c2cc(-c3ccc(NC(C)=O)cc3)nc(N)c2C#N)ccc1O
(86) O=C(NCCC(c1ccccc1)c1ccccc1)c1cnc2sccn2c1=O
(87) CCCCC(O)(c1ccc(CC)cc1)C(CN1CCOCC1)c1ccccc1 (stereo unspecified)

| Screen / compound no. | 78 | 79 | 80 | 81 | 82 | 83 | 84 | 85 | 86 | 87 |
| --- | --- | --- | --- | --- | --- | --- | --- | --- | --- | --- |
| OX1R antag | -2 | 33 | 18 | 5 | 14 | 22 | 6 | 26 | 18 | · |
| STK33 inh | -0.6 | -1.2 | 0.0 | -0.8 | -0.3 | -1.1 | -1.2 | -1.1 | 1.4 | -0.1 |

(88) CC(=O)NC1C(=O)N(Cc2ccccc2)c2ccc(Br)cc21 (stereo unspecified)
(89) Cc1cc(C)c(S(=O)(=O)N2CCCC(C(=O)N3CCCC3)C2)c(C)c1 (stereo unspecified)
(90) COc1ccccc1NC(=O)Nc1nc(CC(=O)NCc2ccccn2)cs1

| Screen / compound no. | 88 | 89 | 90 |
| --- | --- | --- | --- |
| OX1R antag | 2 | 7 | 5 |
| STK33 inh | -0.7 | -0.5 | 0.7 |

New compounds follow.
The line under a structure holds: OX1R antag	STK33 inh
91: Oc1ccccc1C=Nc1cccc2ccccc12
    10	1.3
92: CCCS(=O)(=O)N1CCN(Cc2ccccc2C(F)(F)F)CC1
    17	0.1
93: Cc1cc(C)c2nc(C)cc(Nc3ccc(C(=O)N4CCOCC4)cc3)c2c1
    24	-0.7
94: CC1(C)CC(=O)C2=C(C1)Nc1ccccc1S2
    -4	-1.6
95: CCCC1CCc2c(sc(NC(=O)OCC)c2C#N)C1 (stereo unspecified)
    6	-1.6
96: COc1cccc2[nH]c(C(=O)NN)c(N)c12
    34	2.6
97: O=C(c1ccccc1)c1ccc2nc(N3CCN(C(=O)c4ccco4)CC3)c3nncn3c2c1
    11	-0.8
98: CCOc1ccc(CNS(=O)(=O)c2c(C)nc3sccn3c2=O)cc1OC
    12	0.1
99: COc1ccc(Cc2noc(CN(C)Cc3cccc(-n4cccn4)c3)n2)cc1OC
    9	0.8
100: CCOC(=O)c1cnn(CCOC(=O)C2CC2)c1NC(=O)C1CC1
    6	-1.4

(next part)
The line under a structure holds: OX1R antag	STK33 inh
101: COCOc1ccc(C=O)c(O)c1
    9	-1.2
102: CC1=CS/C(=C(/C#N)C(=O)N2CCCCC2)N1c1ccccc1
    24	4.0
103: C=CCNS(=O)(=O)NC(=O)C1=C(N2CCCC2)COC1=O
    7	0.3
104: COc1cccc(NC(=O)CCN2CCN(c3ccccc3F)CC2)c1
    17	-1.0
105: Cc1cc(C=O)c(C)n1-c1ccc(N2CCOCC2)c([N+](=O)[O-])c1
    22	-2.0
106: CCN(CC)CCCN(C(=O)c1cccs1)c1nc(-c2ccc(OC)cc2)cs1
    9	0.8
107: COC(=O)C1(C)NC(c2ccccc2OC)C2C(=O)N(c3ccccc3)C(=O)C21 (stereo unspecified)
    12	-1.4
108: CCCCCCC(=O)N1C/C=C\C(c2ccc(OC)cc2)N(Cc2ccc(F)cc2)C(=O)C1 (stereo unspecified)
    30	-0.1

High-throughput results as filed in PubChem BioAssay.
